PKA-R1A act: activates the PKA-R1A holoenzyme complex. hit rate 0.083% among 340,000. AID 504707. activation, % at 11.4 µM. PKA-R1A dissociation, Cy5-IP20 fluorescence polarization; scaled: DMSO 0%, 113 µM cGMP 100%;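 active = percent activation above the mean of all tested compounds plus 3 SD, cut at about 19% in these data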;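 note: higher means more PKAc released from R1A so a rise in polarization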
phage Ecoli inh: E. coli growth loss with phage present. growth absorbance. inhibition, % at 11.9 µM. hit rate 0.26% among 360,000. AID 651602; in the data active = inhibition above about 11%
Pemphigus Ab inh: inhibitors of pemphigus antibody binding to human desmoglein-3 | P32926 | DSG3-coupled beads, scFv-anti-DSG3-GFP binding, flow cytometry; hits give low values | binding (percent of control), % at 10 µM | hit rate 0.48% among 310,000 | AID 588358;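 active = binding more than 3 SD below its plate's average and above zero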;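 note: hits lower antibody fragment binding to DSG3; some compounds called inactive have numbers as strong as hits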
Target sequence (P32926 whole entry, looked up, the tested form may be a part): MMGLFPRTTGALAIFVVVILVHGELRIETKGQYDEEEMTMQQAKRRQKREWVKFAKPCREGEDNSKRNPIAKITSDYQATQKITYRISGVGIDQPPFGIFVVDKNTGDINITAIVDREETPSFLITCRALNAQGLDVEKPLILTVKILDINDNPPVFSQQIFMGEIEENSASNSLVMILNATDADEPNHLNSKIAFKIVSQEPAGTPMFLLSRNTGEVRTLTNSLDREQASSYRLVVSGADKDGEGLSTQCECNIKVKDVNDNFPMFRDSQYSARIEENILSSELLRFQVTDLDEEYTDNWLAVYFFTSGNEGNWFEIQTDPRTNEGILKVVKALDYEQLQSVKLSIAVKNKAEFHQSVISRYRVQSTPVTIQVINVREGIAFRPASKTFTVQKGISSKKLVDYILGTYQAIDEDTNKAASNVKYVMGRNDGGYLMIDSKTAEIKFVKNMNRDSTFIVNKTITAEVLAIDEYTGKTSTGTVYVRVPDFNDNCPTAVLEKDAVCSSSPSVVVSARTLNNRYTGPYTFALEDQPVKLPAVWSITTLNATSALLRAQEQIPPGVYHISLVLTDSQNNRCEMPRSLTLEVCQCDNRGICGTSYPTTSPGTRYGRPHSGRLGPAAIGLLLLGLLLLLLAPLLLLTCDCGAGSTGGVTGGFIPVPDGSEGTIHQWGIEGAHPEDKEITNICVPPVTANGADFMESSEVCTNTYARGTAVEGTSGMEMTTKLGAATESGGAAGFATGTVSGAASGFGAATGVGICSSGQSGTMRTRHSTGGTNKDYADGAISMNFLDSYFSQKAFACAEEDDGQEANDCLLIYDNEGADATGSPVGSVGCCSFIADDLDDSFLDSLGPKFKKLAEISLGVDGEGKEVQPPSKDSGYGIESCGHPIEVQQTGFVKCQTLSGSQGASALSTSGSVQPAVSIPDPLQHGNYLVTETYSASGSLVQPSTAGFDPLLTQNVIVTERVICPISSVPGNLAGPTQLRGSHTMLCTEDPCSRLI
* marks the source's active call; other numbers are inactive results. A portion of the library; count on the stated rates, not on these rows.

SMILES	PKA-R1A act	phage Ecoli inh	Pemphigus Ab inh
CCCCCCn1c(=O)n2n(c1=O)[C@@H]1CN(S(=O)(=O)c3ccc(C)cc3)C[C@]1(O)[C@@H](OC(=O)NC1CC1)C2	-2	1.4	110
Cc1cccc(S(=O)(=O)N(C)C[C@H]2OCc3cn(nn3)CCCC(=O)N([C@H](C)CO)C[C@@H]2C)c1	-4	1.7	104
O=C(O)C1CCN(S(=O)(=O)c2ccc3[nH]ccc3c2)CC1	10	4.1	105
C[C@@H]1CN([C@H](C)CO)C(=O)CCCn2nncc2CO[C@H]1CN(C)Cc1cccnc1	-11	2.6	110
O=C(NCc1nnnn1-c1ccc(F)cc1)c1ccc(S(=O)(=O)N2CCOCC2)cc1	5	1.6	105
O=C1C(=Cc2ccccc2[N+](=O)[O-])Cc2ccccc21	-9	1.2	104
NC(=O)C1(N2CCCCC2)CCN(C(=O)c2cc(COc3c(F)cccc3F)on2)CC1	-6	2.5	101
Cc1ccc(C)c(C(=O)COC(=O)c2cc(S(=O)(=O)N3CCOCC3)ccc2F)c1	-3	1.5	107
Cc1ccc(C(=O)N2CCCc3ccccc32)c(Cl)c1	2	4.9	104
NC(CSC(c1ccccc1)(c1ccccc1)c1ccc2c(c1)OCO2)C(=O)O (stereo unspecified)	-6	-1.8	93*
Clc1ccccc1NN(Cc1ccncc1)c1ccccc1Cl	-11	2.5	106
C[C@H]1CN([C@@H](C)CO)C(=O)CCCn2nncc2CO[C@@H]1CN(C)Cc1ccccc1C(F)(F)F	5	4.4	101
O=C(Nc1cccc(Cl)c1Cl)c1ccco1	-3	5.1	101
CC(C)(C)c1ccc(C(=O)NCCC(=O)NCc2ccc(F)cc2)cc1	5	1.4	95
Cc1ccc(C(=O)C=CC=Cc2ccccc2)cc1	2	2.9	112
C[C@@H]1CN([C@@H](C)CO)C(=O)c2cc(Br)cnc2O[C@H]1CN(C)C(=O)Nc1ccccc1	2	4.4	105
COC(=O)C[C@@H]1C[C@H]2c3cc(NC(=O)CC4CC4)ccc3O[C@H]2[C@@H](CO)O1	-4	3.0	109
C[C@H]1CN([C@@H](C)CO)S(=O)(=O)c2ccc(Br)cc2O[C@H]1CN(C)C(=O)c1cccnc1	-1	0.2	101
CCOC(=O)c1cc(OCC)c2c(ccc3cc(OC)ccc32)n1	-2	3.4	103
O=C(OCc1ccccc1)N1CCC2CC1c1ccc(N3CCOCC3)cc12 (stereo unspecified)	11	2.8	95
CN(C(=O)c1cc(-c2cccs2)nn1-c1ccccc1)C1CCS(=O)(=O)C1 (stereo unspecified)	2	1.6	101
COc1cc(C(C)=O)ccc1OCC(=O)NCc1ccccc1CN1CCCC1	12	2.5	102
Cc1ccc(CNC(=O)C2CCC(=O)N(Cc3cccc(F)c3)C2)s1 (stereo unspecified)	6	2.0	99
COc1cccc(CN(C)C(=O)c2cccc(S(=O)(=O)N3CCN(c4ccccc4)CC3)c2)c1	-3	0.7	99
CC12CCC3c4ccccc4CCC3(CO1)C2 (stereo unspecified)	5	3.5	106

With a hit mark in Pemphigus Ab inh (from the list above):
SMILES	PKA-R1A act	phage Ecoli inh	Pemphigus Ab inh
NC(CSC(c1ccccc1)(c1ccccc1)c1ccc2c(c1)OCO2)C(=O)O (stereo unspecified)	-6	-1.8	93*

Only Pemphigus Ab inh, for 2 of the compounds above:
structure,Pemphigus Ab inh
Cc1ccc(CNC(=O)C2CCC(=O)N(Cc3cccc(F)c3)C2)s1 (stereo unspecified),99
COc1cccc(CN(C)C(=O)c2cccc(S(=O)(=O)N3CCN(c4ccccc4)CC3)c2)c1,99

(more compounds)
SMILES	PKA-R1A act	phage Ecoli inh	Pemphigus Ab inh
COc1ccc(CCNC(=O)c2ccc(CS(=O)(=O)Cc3ccc(C)cc3)o2)cc1OC	-2	2.4	103
CC(C)C1C(=O)N(Cc2cn(CC3CCCCC3)nn2)CCS(=O)(=O)N1Cc1ccc(-c2ccc(F)cc2)cc1 (stereo unspecified)	0	-2.0	102
COc1cccc(-c2nnn(CC(=O)N(C3CCCCC3)C3CCS(=O)(=O)C3)n2)c1 (stereo unspecified)	-1	0.5	98
C[C@@H]1CN([C@@H](C)CO)C(=O)c2cc(Br)cnc2O[C@H]1CN(C)C(=O)Cc1ccccn1	10	-2.7	95
COCCN(C(=O)COC(=O)c1ccc2c(c1)OCO2)c1c(N)n(Cc2ccccc2)c(=O)[nH]c1=O	4	6.8	92
CCN(CC)CCNc1cccc2sc3ccccc3c(=O)c12	6	2.2	106
CCOc1ccc(/C=N/NC(=O)c2ccc3nc[nH]c3c2)cc1OC	1	3.5	110
CCCS(=O)(=O)c1nc(S(=O)(=O)c2ccc(C)cc2)c(N2CCCCC2)s1	-1	0.8	99
O=C(O)c1ccccc1C(=O)OCC1CCC(=NO)CC1 (stereo unspecified)	8	2.7	109
Cc1ccc(S(=O)(=O)N=N/C=C2\C=CC=CN2O)cc1	-6	1.6	107
O=C(NCc1ccccc1)c1ccc(S(=O)(=O)N2CCCCCC2)cc1	5	4.9	101
CN(C)C(CNC(=O)c1cccc(S(=O)(=O)N2CCc3ccccc3C2)c1)c1ccccc1 (stereo unspecified)	-1	1.8	97
CCN(CC)CCNc1c(C)cc(CO)c(Cl)c1C	-9	-1.8	104
CC1N=C(SCC(=O)c2ccc(F)cc2)N2C(C)N=C(SCC(=O)c3ccc(F)cc3)N12 (stereo unspecified)	2	3.8	94
CC(=O)Nc1cccc(C(=O)OCC(=O)NC(=O)NC2CCCC2)c1	-6	3.0	103
CN(C(=O)C1CC1)c1ccccc1	-2	5.5	100
C[C@@H]1CN([C@H](C)CO)C(=O)CCCn2nncc2CO[C@H]1CN(C)S(=O)(=O)c1ccc(C#N)cc1	5	2.2	99
COc1cc(S(=O)(=O)n2ccc(C)n2)c(C)cc1C	-12	4.6	95
C[C@@H]1CN([C@H](C)CO)C(=O)c2cc(Br)cnc2O[C@H]1CN(C)C(=O)Cc1ccccc1	-2	1.2	98
CCc1ccc(NC(=O)c2ccc3c(c2)CCN3S(C)(=O)=O)cc1	7	4.4	104
O=C(COC(=O)C1=COCCO1)NCc1ccc(Cl)cc1Cl	-3	2.6	106
CN(C(=O)COc1ccccc1)c1ccc([N+](=O)[O-])cc1	6	1.1	107
COc1ccc(S(=O)(=O)N2CCCCCC2)cc1NC(=O)CCNC(=O)c1ccccc1Cl	3	1.5	102
C[C@@H]1CCCCO[C@@H](CN(C)S(=O)(=O)c2cccs2)[C@@H](C)CN([C@H](C)CO)C(=O)c2cc(NS(=O)(=O)c3ccccc3)ccc2O1	10	-1.7	103
O=C(NCCc1ccccc1)c1ccc(S(=O)(=O)N2CCCCC2)cc1	-11	3.8	103

Part of the list above, bar-delimited.
molecule | PKA-R1A act | phage Ecoli inh | Pemphigus Ab inh
COc1ccc(CCNC(=O)c2ccc(CS(=O)(=O)Cc3ccc(C)cc3)o2)cc1OC | -2 | 2.4 | 103
CC(C)C1C(=O)N(Cc2cn(CC3CCCCC3)nn2)CCS(=O)(=O)N1Cc1ccc(-c2ccc(F)cc2)cc1 (stereo unspecified) | 0 | -2.0 | 102
COc1cccc(-c2nnn(CC(=O)N(C3CCCCC3)C3CCS(=O)(=O)C3)n2)c1 (stereo unspecified) | -1 | 0.5 | 98
C[C@@H]1CN([C@@H](C)CO)C(=O)c2cc(Br)cnc2O[C@H]1CN(C)C(=O)Cc1ccccn1 | 10 | -2.7 | 95
COCCN(C(=O)COC(=O)c1ccc2c(c1)OCO2)c1c(N)n(Cc2ccccc2)c(=O)[nH]c1=O | 4 | 6.8 | 92
CCN(CC)CCNc1cccc2sc3ccccc3c(=O)c12 | 6 | 2.2 | 106
CCOc1ccc(/C=N/NC(=O)c2ccc3nc[nH]c3c2)cc1OC | 1 | 3.5 | 110
CCCS(=O)(=O)c1nc(S(=O)(=O)c2ccc(C)cc2)c(N2CCCCC2)s1 | -1 | 0.8 | 99
O=C(O)c1ccccc1C(=O)OCC1CCC(=NO)CC1 (stereo unspecified) | 8 | 2.7 | 109
Cc1ccc(S(=O)(=O)N=N/C=C2\C=CC=CN2O)cc1 | -6 | 1.6 | 107
O=C(NCc1ccccc1)c1ccc(S(=O)(=O)N2CCCCCC2)cc1 | 5 | 4.9 | 101
CN(C)C(CNC(=O)c1cccc(S(=O)(=O)N2CCc3ccccc3C2)c1)c1ccccc1 (stereo unspecified) | -1 | 1.8 | 97
CCN(CC)CCNc1c(C)cc(CO)c(Cl)c1C | -9 | -1.8 | 104
CC1N=C(SCC(=O)c2ccc(F)cc2)N2C(C)N=C(SCC(=O)c3ccc(F)cc3)N12 (stereo unspecified) | 2 | 3.8 | 94
CC(=O)Nc1cccc(C(=O)OCC(=O)NC(=O)NC2CCCC2)c1 | -6 | 3.0 | 103
CN(C(=O)C1CC1)c1ccccc1 | -2 | 5.5 | 100
C[C@@H]1CN([C@H](C)CO)C(=O)CCCn2nncc2CO[C@H]1CN(C)S(=O)(=O)c1ccc(C#N)cc1 | 5 | 2.2 | 99
COc1cc(S(=O)(=O)n2ccc(C)n2)c(C)cc1C | -12 | 4.6 | 95
C[C@@H]1CN([C@H](C)CO)C(=O)c2cc(Br)cnc2O[C@H]1CN(C)C(=O)Cc1ccccc1 | -2 | 1.2 | 98
CCc1ccc(NC(=O)c2ccc3c(c2)CCN3S(C)(=O)=O)cc1 | 7 | 4.4 | 104

(listing goes on)
SMILES	PKA-R1A act	phage Ecoli inh	Pemphigus Ab inh
CC(=O)N1c2ccccc2Sc2ccc3ccccc3c21	-3	2.2	103
O=C(CN1C(=O)NC2(CCc3ccccc32)C1=O)NC1CCCCC1 (stereo unspecified)	-1	1.9	99
C[C@H]1CCCCO[C@@H](CN(C)S(=O)(=O)c2ccc(Cl)cc2)[C@@H](C)CN([C@@H](C)CO)C(=O)c2cc(NS(=O)(=O)c3ccccc3)ccc2O1	-7	0.4	111
CC1=C(C(=O)N(C)C)CC(CC(=O)NC2CCCC2)C(=O)N1Cc1ccc(F)cc1 (stereo unspecified)	5	1.2	103
Cn1nc(NC(=O)C(F)(F)F)c2ncc(-c3ccccc3)nc21	3	0.5	114
CCCCn1c(NCc2ccc(OC)cc2O)nc2ccccc21	-10	3.9	101
O=[N+]([O-])c1ccc(C=CC=Cc2ccccc2)cc1	-3	2.2	96
CC(=O)c1c(C)[nH]c(C(=O)OCC(=O)c2ccc(Br)cc2)c1C	1	1.7	104
C[C@H](CO)N1C[C@H](C)[C@@H](CN(C)Cc2ccc(O)cc2)OCc2cnnn2CCCC1=O	3	1.3	108
COc1ccc([C@H]2C[C@H](n3cc(C4CC4)nn3)[C@@H](O)CN2CC2CCCCC2)cc1	6	1.6	120
CCc1ccc(CN2CCC(Oc3cc(C(=O)NC4CC4)ccc3OC)CC2)cc1	-6	2.6	108
O=C1CSC(=S)N1N=Cc1c(F)cccc1Cl	3	1.9	104
O=C(NCC(=O)N1CCN(C(c2ccccc2)c2ccccc2)CC1)c1ccccc1Br	5	-1.9	98
COc1cc2c(cc1N)-c1ccc(N)cc1C2=O	4	3.8	99
C[C@H](CO)N1C[C@H](C)[C@@H](CN(C)C(=O)Nc2cccc(Oc3ccccn3)c2)OCc2cnnn2CCCC1=O	-4	1.5	100
O=C(C[C@H]1C(=O)N(Cc2ccccc2)C[C@@H]1c1ccc(Br)cc1)Nc1ccc(Br)cc1	-10	5.2	100
CCN(CC)C(=O)C1=C(C)N(Cc2ccc(OC)cc2)C(=O)C(CC(=O)NC2CCCC2)C1 (stereo unspecified)	-9	6.2	102
Cc1nc(-c2cccc(NC(=O)c3ccc(Cl)c(S(=O)(=O)N4CCCC4)c3)c2)cs1	-18	3.1	108
CCOC(=O)N1CCN(S(=O)(=O)N2CCCC(C(=O)NCc3cc(Br)ccc3OC)C2)CC1 (stereo unspecified)	8	-1.3	99
CC(=O)Nc1ccc2c(=O)n(-c3ccccc3)sc2c1	-3	5.8	48*
Cc1ccnc(NCc2cc(Cl)ccc2O)c1	-8	1.9	97
CC(S(=O)(=O)c1ccccc1)S(=O)(=O)c1ccccc1	10	3.8	101
O=C(NCc1ccco1)c1ccc(CS(=O)c2ccccc2Cl)o1 (stereo unspecified)	-4	-0.5	98
N#Cc1ccsc1NC(=O)CSc1nnc(NC2CC2)s1	-2	3.5	111
COc1ccc(CCNC(=O)c2cc(S(=O)(=O)N3CCc4ccccc43)ccc2F)cc1OC	4	1.2	101

Compound activity deposited in PubChem BioAssay by several laboratories.
